# Platelet DG rel: inhibitors of platelet dense granule secretion, primary screen, cell-based, MLPCN, human platelets; human platelet-rich plasma, SFLLRN dense granule ATP release, luminescence; inhibition, %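 (compounds screened at 7.5 µM in platelet-rich plasma)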; 300,000 compounds, 0.22% hits;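 active = mean replicate score, as percent of positive control, at or above 50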
# DYRK1A inh: rat Dyrk1A kinase inhibitors, primary screen, biochemical, single point, plate reader; 310,000 compounds, 0.43% hits; AID 504441, 2011; ADP-Glo luminescence, NFATc1 peptide; inhibition, % at 12.5 µM; Dual specificity tyrosine-phosphorylation-regulated kinase 1A (Rattus norvegicus), Q63470; in the data active = inhibition above about 50%;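 note: plate controls were vehicle with enzyme for no effect and no enzyme for full effect; many of its hits are not listed in these tables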
# HSF1 activator: HSF-1 activators, primary screen, NIH3T3-HGL cells, MG132 stress, luminescence, single point; activation, % at 9 µM; AID 504408, 2011; NIH3T3-HGL HSF-1 luciferase reporter, 8 h; 100% = twice DMSO control signal; 300,000 compounds, 1.7% hits;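 active = mean replicate activation of at least 50% with a set share of replicates each reaching 50%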;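 note: 0% = median of the neutral control wells and 100% = twice that signal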
# IEC-6 tox: cytotoxicity in IEC-6 intestinal epithelial cells, primary screen, cytotoxicity control for KLF5 inhibitor project, cell-based, luminescence. IEC-6 cytotoxicity, luminescence viability. inhibition, % at 5 µM. 290,000 compounds, 0.78% hits. AID 1825, 2009; in the data active = inhibition above about 22%;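 note: 0% = plate median of test compound wells and 100% = cytotoxic reference compound wells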
# aSyn UTR inh: MLPCN primary screen, SNCA 5' untranslated region; alpha-synuclein 5'UTR reporter, inhibitor activity; 300,000 compounds, 0.82% hits; AID 1813, 2009; inhibition, % (tested at 7.5 µM); in the data active = inhibition above about 60%;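 note: H4 neuroglioblastoma cells stably carrying SNCA 5'UTR luciferase fusion; 0% = DMSO wells and 100% = positive control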
# KLF5 inh: KLF5 expression inhibitors, primary screen, DLD-1 cells, luminescence; DLD-1 KLF5 promoter-luciferase reporter; inhibition, % at 5 µM; 290,000 compounds, 0.23% hits; AID 1700, 2009;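 active = inhibition above a per-plate limit of that plate's mean compound inhibition plus 3 SD, cut at about 60% in these data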;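 note: 0% = DMSO wells and 100% = LY294002 at 200 µM; higher means less KLF5 promoter-driven luciferase light; inactives centre near -14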
# GSK3A inh: blockers of GSK3A enzyme activity – biochemical, luminescence, cell-free homogeneous, HTS, primary screen | Glycogen synthase kinase-3 alpha (Homo sapiens), P49840 | GSK-3 alpha kinase, ADP-Glo luminescence, 60 min | inhibition, % at 10 µM | 320,000 compounds, 0.1% hits | AID 2650, 2010;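 in the data active = inhibition above about 50%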;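 note: GST-tagged GSK-3 alpha with peptide substrate and 25 µM ATP; 0% = DMSO neutral wells and 100% = GW8510 positive control wells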
# Target sequence (P49840 whole entry, looked up): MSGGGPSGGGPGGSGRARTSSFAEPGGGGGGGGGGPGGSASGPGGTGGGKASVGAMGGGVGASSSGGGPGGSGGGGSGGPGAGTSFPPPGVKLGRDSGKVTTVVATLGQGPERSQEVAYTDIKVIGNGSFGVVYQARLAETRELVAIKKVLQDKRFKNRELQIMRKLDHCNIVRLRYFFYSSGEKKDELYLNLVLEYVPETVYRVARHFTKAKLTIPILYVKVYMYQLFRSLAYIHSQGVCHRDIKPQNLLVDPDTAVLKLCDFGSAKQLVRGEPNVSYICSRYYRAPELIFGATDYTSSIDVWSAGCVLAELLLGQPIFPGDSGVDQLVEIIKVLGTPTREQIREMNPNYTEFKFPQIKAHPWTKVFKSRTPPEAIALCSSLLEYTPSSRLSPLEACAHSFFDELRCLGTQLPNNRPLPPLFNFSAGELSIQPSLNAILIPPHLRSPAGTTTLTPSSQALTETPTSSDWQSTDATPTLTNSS
# HSF1 inh: HSF1 inhibitors in luciferase reporter cells, primary screen, cell-based, NIH3T3, luminescence. NIH3T3-HGL HSE-luciferase, MG132-induced, luminescence 8 h; stronger effect = lower value. activity change, negative = inhibition, % at 7.5 µM (by protocol). 300,000 compounds, 0.77% hits;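 active = more than half of replicate wells show activity change below -50%, luminescence cut by over half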;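 note: luciferase reports HSF-1 transcriptional activity via heat shock element; 0% = median of DMSO wells and -100% = zero luminescence signal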
# GSK3B inh: human GSK3beta kinase inhibitors, primary screen, biochemical, cell-free homogeneous, HTS; 300,000 compounds, 0.038% hits; activity score (negative = inhibition), % at 10 µM; Glycogen synthase kinase-3 beta (Homo sapiens), P49841; GST-GSK3beta kinase, ADP-Glo luminescence, 60 min; stronger effect = lower value;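 active = more than half of replicate wells score below -50%, meaning over 50% inhibition versus plate controls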;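 note: 0% = median DMSO wells and -100% = median GW8510 positive control wells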
# Target sequence (P49841 whole entry, looked up): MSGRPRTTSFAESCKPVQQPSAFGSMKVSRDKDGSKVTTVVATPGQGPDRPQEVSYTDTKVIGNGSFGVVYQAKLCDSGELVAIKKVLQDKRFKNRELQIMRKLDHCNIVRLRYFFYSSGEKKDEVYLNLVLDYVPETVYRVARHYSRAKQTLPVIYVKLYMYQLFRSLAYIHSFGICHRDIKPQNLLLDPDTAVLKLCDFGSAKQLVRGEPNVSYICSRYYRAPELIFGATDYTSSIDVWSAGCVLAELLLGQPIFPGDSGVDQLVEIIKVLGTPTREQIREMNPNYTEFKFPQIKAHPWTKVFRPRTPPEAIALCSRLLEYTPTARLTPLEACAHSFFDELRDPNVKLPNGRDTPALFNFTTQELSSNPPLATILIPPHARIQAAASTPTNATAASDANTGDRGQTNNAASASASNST
#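 Assay system: GST-fused GSK3beta enzyme, cell-free / Medium: Tris pH 7.5 buffer with MgCl2, DTT, BSA, heparin / Also added: peptide substrate plus 25 µM ATP (final) / Compound: 10 µM single point / Timing: kinase reaction with compound 60 min at room temperature / Detection: ADP-Glo luminescence / Benchmarks: DMSO neutral wells and GW8510 at 20 µM as positive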
# HSP90 inh: HSP90 inhibitors, primary screen, cell lysate, luminescence; Rabbit reticulocyte lysate, luciferase refolding luminescence, 3 h; Heat shock protein HSP 90 (rabbit reticulocyte lysate; luciferase refolding); AID 1789, 2009; 290,000 compounds, 0.91% hits; inhibition, % at 5.6 µM;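 active = inhibition above the screen-wide mean plus 3 SD, computed separately per campaign, cut at about 16% in these data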;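 note: 0% = DMSO wells and 100% = 60 µM geldanamycin wells; inhibitors lower the luminescence because luciferase stays unfolded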
# Active calls of the source: *; x = not tested or not shown.
compound,HSP90 inh,HSF1 activator,DYRK1A inh,KLF5 inh,aSyn UTR inh,Platelet DG rel,HSF1 inh,IEC-6 tox,GSK3A inh,GSK3B inh
Clc1cccc(-c2nc3nc4ccccc4nc3n2Cc2ccccc2)c1,-3,-3,0,-17,30,-6,0,-7,-2,1
COC(=O)c1ccc(NC(=O)C(=O)NCC2CCCO2)cc1 (stereo not drawn),1,14,-3,-121,-24,-3,6,-6,-1,1
O=S(=O)(Cc1ccccc1)N1CCNCC1,2,-9,-3,-3,-6,2,-3,4,-1,1
O=C(NCc1ccco1)c1cccc2c1C(=O)N(C1CCCCC1)C2,3,-41,2,-3,14,6,-29,3,9,-1
O=C(O)C[C@H]1c2cc(F)ccc2S(=O)(=O)N1Cc1ccccc1,x,-4,-4,x,28,0,-7,x,0,2
CC(C)Oc1ccc(CSc2nnc3n(C)c(=O)c4c5c(sc4n23)CCCC5)cc1,-2,1,15,1,4,-4,4,-10,0,0
COc1cc(CO)cc(Br)c1OCc1cccnc1,-3,-1,51*,-35,4,-2,-10,6,1,2
CC(C)(C)c1[nH]nc2c1C(c1ccc(OC(=O)c3ccco3)cc1)C(C#N)=C(N)O2 (stereo not drawn),4,50,9,-21,-23,-12,13,-4,4,-1
CCc1ccc(S(=O)(=O)c2n[nH]n3c2nc(=O)c2ccccc23)cc1,-2,2,-4,-15,-21,-15,0,-1,-6,4
O=C(CSc1nc2ccccc2[nH]1)Nc1nc(-c2cccc(Br)c2)cs1,-4,-2,5,-28,-85,-8,9,-4,-1,-1
S=C(NCc1ccccc1)N1CCCCC1,-2,-4,19,-5,-5,-3,-15,-2,-2,2
CCC1CCCCN1C(=O)CSc1nc(N)c(NC(=O)c2ccc(OC)c(OC)c2)c(=O)[nH]1 (stereo not drawn),1,-6,8,-27,18,-1,-8,-2,-1,1
CCc1nnc(NS(=O)(=O)c2ccc(NC(=O)c3ccccc3O)cc2)s1,-3,-11,-1,-27,16,6,-7,-7,-2,5
CCOC(=O)C(C)Sc1ccc2nnc(CCNS(=O)(=O)c3ccc(C)cc3)n2n1 (stereo not drawn),2,-2,6,-16,19,-5,-1,-4,-1,0
O=c1[nH]c(C2CCCN(S(=O)(=O)c3cccc(F)c3)C2)nc2c1nnn2Cc1ccccc1 (stereo not drawn),4,29,-7,-37,19,-2,11,2,-3,1
Cc1ccc(S(=O)(=O)NCc2ccc(/C=C(/C#N)C(=O)NCc3ccccc3)o2)cc1,-6,-2,4,19,8,-3,1,4,0,2
Cc1nnc(NC(=O)c2ccc3ccccc3n2)s1,-2,31,12,-97,-152,-6,15,6,-1,4
COC(=O)c1ccc(COc2ccc3c(c2)CCC3)o1,23*,46,x,-74,-130,8,31,6,1,1
COc1ccc(C(=O)NCCS(=O)(=O)N2CCc3ccccc3C2)cc1OC,x,13,-4,x,14,30,2,x,-3,0
Cc1cccc(NS(=O)(=O)c2c(C)[nH]c(C)c2C(=O)N2CCCC2)c1,1,-9,2,-2,2,2,-3,1,0,-3
Cc1c(N=Cc2cc3c(cc2[N+](=O)[O-])OCO3)cccc1[N+](=O)[O-],x,8,4,x,-15,3,3,x,-1,2
CCOC(=O)CCC(NC(=O)CCCCCCCCC(=O)NC(CCC(=O)OCC)C(=O)OCC)C(=O)OCC (stereo not drawn),-2,29,-3,-13,-5,0,10,-1,0,-2
C=CCC1(C(=O)NCCO)CCN(C(=O)OC(C)(C)C)CC1,2,-87,5,-11,21,-1,-84*,2,-1,-1
Cc1sc(NC(=O)c2cc(-c3ccccc3)nc3ccccc23)c(C(N)=O)c1C,2,17,-5,7,27,-7,-6,0,0,0
CSc1ncccc1C(=O)NCc1ccccc1Cl,0,-10,2,-24,7,16,-4,3,0,-1
c1coc(-c2nnc(SCc3cn4ccccc4n3)o2)c1,-4,-4,4,-4,-13,33,6,0,-1,-4
COc1ccc(CC(=O)NCC(C)(C)N2CCOCC2)cc1,2,-8,-7,1,-2,1,-8,-5,-3,0
O=C(O)c1ccc(S(=O)(=O)NCc2ccc3c(c2)OCO3)cc1,-3,8,9,-41,-1,9,0,-13,-2,3
CCOC(=O)c1c(NC(=O)c2cc(C)oc2C)sc(C(=O)Nc2ccc(Cl)cc2)c1C,-2,-44,3,-7,-102,0,-32,3,-1,6
COc1cc(OC)cc(C(=O)N/N=C/c2ccc(OC)c(COc3ccc4ccccc4c3)c2)c1,4,1,3,4,5,1,-11,5,-2,-2
O=C(O)c1cccc(Cn2cccn2)c1,-3,6,-1,-19,-7,-1,-7,2,2,2
COc1ccc(N2CCN(CCCNC(=O)CCCn3c(=O)[nH]c4ccsc4c3=O)CC2)cc1,-2,-5,-2,-9,7,-4,-6,-10,0,0
CCOC(=O)c1ccc([N+](=O)[O-])cc1NC(C)=O,-3,-11,-5,5,-25,-10,-11,-4,-2,1
CCOC(=O)C1CCCCN1Cc1ccc(-c2ccccc2)cc1 (stereo not drawn),2,13,13,-36,-28,-3,0,0,0,-1
COc1cc(C(=O)Nc2ccc(C(=O)NCC3CCCO3)cc2)cc(OC)c1OC (stereo not drawn),-4,12,0,-15,1,9,-9,-6,-6,1
O=C(COc1ccc(S(=O)(=O)Nc2ccccc2)cc1)NCc1ccccn1,4,12,-6,-19,16,-10,3,-2,-1,-2
COc1c(C)cc(S(=O)(=O)NC2CC(C)(C)NC(C)(C)C2)c(C)c1C,0,-11,0,-22,11,-1,-3,1,0,0
CC1=C([N+](=O)[O-])C(c2ccc3c(c2)OCO3)N(C)C(=O)N1C (stereo not drawn),0,-2,-5,-68,-6,0,-3,5,-2,x
NC(=O)COC(=O)C(Cc1ccccc1)NS(=O)(=O)c1ccccc1F (stereo not drawn),x,17,-4,x,-5,2,4,x,3,-1
COc1ccc(N2CCN(C3CCCN(C(=O)c4cccc(C)n4)C3)CC2)cc1 (stereo not drawn),-5,-3,-1,-39,25,3,-3,-2,1,4
Cc1onc(-c2ccccc2Cl)c1C(=O)N1CCCCCC1,-1,-1,-3,-7,6,1,1,0,x,3
Cc1[nH]n(-c2ccc(Cl)cc2)c(=O)c1/C=N/n1c(C)nc2ccccc2c1=O,-1,2,15,-73,9,-4,5,-6,-1,-1
CC(C)(C)c1cc(C(=O)N/N=C/c2ccco2)n[nH]1,1,31,7,-53,-146,-34,17,1,-2,2
COC(=O)C1=C(C)NC2=C(C(=O)c3ccccc32)C1c1cccc(OC)c1 (stereo not drawn),-3,8,-6,-31,-14,6,3,5,2,0
Cc1cc[n+](-c2nc3ccccc3nc2[N-]S(=O)(=O)c2cccs2)cc1C,-1,33,-1,-18,-6,-18,0,-2,-3,1

# Fetched by structure from above:
compound,HSP90 inh,HSF1 activator,DYRK1A inh,KLF5 inh,aSyn UTR inh,Platelet DG rel,HSF1 inh,IEC-6 tox,GSK3A inh,GSK3B inh
COc1ccc(N2CCN(C3CCCN(C(=O)c4cccc(C)n4)C3)CC2)cc1 (stereo not drawn),-5,-3,-1,-39,25,3,-3,-2,1,4
CCOC(=O)C1CCCCN1Cc1ccc(-c2ccccc2)cc1 (stereo not drawn),2,13,13,-36,-28,-3,0,0,0,-1
NC(=O)COC(=O)C(Cc1ccccc1)NS(=O)(=O)c1ccccc1F (stereo not drawn),x,17,-4,x,-5,2,4,x,3,-1
COc1c(C)cc(S(=O)(=O)NC2CC(C)(C)NC(C)(C)C2)c(C)c1C,0,-11,0,-22,11,-1,-3,1,0,0

# The main list resumes, starting 5 compounds before the break.
compound,HSP90 inh,HSF1 activator,DYRK1A inh,KLF5 inh,aSyn UTR inh,Platelet DG rel,HSF1 inh,IEC-6 tox,GSK3A inh,GSK3B inh
Cc1onc(-c2ccccc2Cl)c1C(=O)N1CCCCCC1,-1,-1,-3,-7,6,1,1,0,x,3
Cc1[nH]n(-c2ccc(Cl)cc2)c(=O)c1/C=N/n1c(C)nc2ccccc2c1=O,-1,2,15,-73,9,-4,5,-6,-1,-1
CC(C)(C)c1cc(C(=O)N/N=C/c2ccco2)n[nH]1,1,31,7,-53,-146,-34,17,1,-2,2
COC(=O)C1=C(C)NC2=C(C(=O)c3ccccc32)C1c1cccc(OC)c1 (stereo not drawn),-3,8,-6,-31,-14,6,3,5,2,0
Cc1cc[n+](-c2nc3ccccc3nc2[N-]S(=O)(=O)c2cccs2)cc1C,-1,33,-1,-18,-6,-18,0,-2,-3,1
O=C1C2C3c4ccccc4C(c4ccccc43)[C@@H]2C(=O)N1c1nc(-c2ccccc2)cs1 (stereo partly drawn),-4,7,-10,-6,31,7,-1,-3,-3,-1
O=C(CCNS(=O)(=O)c1ccccc1C(F)(F)F)N1CCN(S(=O)(=O)c2cccc(F)c2)CC1,x,2,12,x,16,6,4,x,-4,1
OCCCn1c(-c2ccccc2)nc(=S)c2c1CCCC2,-1,13,3,-12,6,0,-3,-2,x,5
O=C(CNC(=O)c1ccncc1)N/N=C/c1ccc(Br)cc1,0,-5,-4,-7,-1,0,-12,-9,1,1
COc1cc(C2SCC(=O)N2c2nnc(C34CC5CC(CC(C5)C3)C4)s2)cc(OC)c1OC (stereo not drawn),0,x,-5,-36,29,5,x,0,-3,6
COc1ccc(O)c(C(=O)c2cnn(-c3ccccc3)c2)c1,-2,44,10,-62,-40,14,18,-2,3,-1
OC(CNCc1cccc(Br)c1)c1ccccc1 (stereo not drawn),3,-8,8,-8,-17,11,5,0,-1,-13
c1ccc2c(c1)COC(CNC1CCCCC1)OC2,2,-3,2,-16,11,-1,0,4,0,4

# Screening results: PubChem, several laboratories

# This is a subset; the hit share may differ from the screen's.
